All columns: NCI-60 one-dose screen, growth in % after 48 h at 10 µM unless noted; 100 = growth as untreated, 0 = no growth, -100 = all killed.
KM12: KM12 colon cancer cells | AID 1794800 | 82,000 compounds, 5% hits
HCT-116: HCT-116 colon cancer. 82,000 compounds, 7.3% hits
HCT-15: HCT-15 colon cancer. 82,000 compounds, 5.2% hits
HT29: HT29 colon cancer; 81,000 compounds, 7.4% hits; AID 1794748
IGROV1: IGROV1 ovarian cancer; 79,000 compounds, 4.7% hits
OVCAR-4: OVCAR-4 ovarian cancer cells | 80,000 compounds, 3.7% hits
COLO 205: COLO 205 colon cancer. 79,000 compounds, 7.3% hits
SK-OV-3: SK-OV-3 ovarian cancer cells | AID 1794785 | 80,000 compounds, 3.2% hits
SW-620: SW-620 colon cancer | 82,000 compounds, 5.2% hits | AID 1794795
* marks the source's active call; other numbers are inactive results; . = no result given; & = joins results of further samples. How the source made its calls: active means growth percent below 10; inactive means the rest.

The line under a structure holds: KM12	HCT-116	HCT-15	HT29	IGROV1	OVCAR-4	COLO 205	SK-OV-3	SW-620
- COc1cc(-c2c3c(cn2S(=O)(=O)c2ccccc2)-c2nc(NC(=O)c4ccccc4)sc2CC3)cc(OC)c1OC
  88	90	91	90	85	86	102	105	97
- COc1ccc(/C(=C\c2ccc3c(c2)OCO3)C(=O)Nc2nc3ccc(N)cc3s2)cc1OC
  95	89	102	102	92	111	103	104	106
- OC(c1ccccc1)(c1ccccc1)C(F)(F)C(F)(F)C(F)(F)F
  99	100	107	100	105	107	105	103	102
- CCOC1OCN(C)CC1(C)C (stereo not given)
  108	86	103	98	110	97	110	99	104
- O=S(=O)(c1ccccc1)c1nc(-c2ccccc2)oc1SCc1ccc(F)cc1
  94	88	88	80	98	85	110	89	95
- CN(C)c1ccc(CC(N)C(=O)O)cc1 (stereo not given)
  107	100	97	99	106	97	107	102	100
- CS(=O)(=O)c1ccc2c(c1)c1c(n2Cc2ccc(Cl)cc2)CCCC1=O
  101	97	97	115	104	98	111	110	102
- N/C(=N\S(=O)(=O)c1ccccc1)Nc1nc2ccccc2s1
  93	97	104	92	91	100	96	85	100
- CC(C)(C)c1ccc(S(=O)(=O)Nc2ccc(NC(=O)C34CC5CC(CC(C5)C3)C4)cc2)cc1
  103	90	92	88	116	99	112	108	102
- O=S(O)CNc1ccc(S(=O)(=O)c2ccc(NCS(=O)O)cc2)cc1
  108	104	98	100	105	109	116	97	100
- Nc1ncnc2c1N=C1c3ccccc3CCC1C(c1ccccc1)N2 (stereo not given)
  100	94	118	102	106	104	110	93	106
- COc1ccc(C(=O)Nc2cccc(-c3cc(=O)c4ccccc4o3)c2)cc1
  89	95	88	89	104	88	104	.	97
- O=C(CBr)c1c2c(cc3c1CCCC3)CCCC2
  93	57	70	107	58	53	111	82	68
- O=[N+]([O-])c1ccc(OCCCCBr)c(Cl)c1
  106	94	93	103	109	100	115	115	103
- COc1ccc(-c2oc(=O)ccc2-c2cc(OC)c(OC)c(OC)c2)cc1O
  23	-30*	27	3.9*	30	48	45	28	15
- CCC(C)Nc1ccccc1 (stereo not given)
  99	99	94	99	92	94	111	98	105
- N#CCc1c[nH]c2ccc([N+](=O)[O-])cc12
  105	104	112	113	108	106	117	112	117
- CC(C)(CO)N(CCO)CCO
  106	106	100	99	113	110	123	109	111
- COC(=O)CNC(=O)[C@H](CCSC)NC(=O)[C@H](Cc1ccccc1)NC(=O)[C@@H]1CCCN1C(=O)OC(C)(C)C
  102	97	101	106	112	85	102	98	99
- O=C1NCCCn2nc3c(c21)CC(NCc1ccc(Cl)cc1)CC3 (stereo not given)
  101	99	101	104	106	104	113	110	102
- CNc1cccc([N+](=O)[O-])c1
  110	104	99	104	117	101	103	92	107
- NC(=O)CCS(=O)(=O)Cc1ccccc1
  105	107	100	.	115	108	103	107	103
- O=C1c2cc3c(cc2-c2c1c1ccc(Cl)cc1c(=O)n2CCCN1CCOCC1)OCO3
  75	56	81	63	83	92	55	33	57
- C[C@@H]1O[C@H](/C=C\c2ccc(F)cc2)[C@@H](O)[C@H]1O
  112	99	103	101	102	.	114	.	116
- Cc1cc(Cl)c(C)cc1Cl
  112	111	106	105	119	.	109	103	120
- CCOC(=O)C1(c2ccccc2)SC(C(=O)OCC)(c2ccccc2)S1 (stereo not given)
  103	98	105	97	112	102	.	82	110
- O=C(CCCSCCCC(=O)N/N=C/C=C/c1ccccc1)N/N=C/C=C\c1ccccc1
  82	88	91	96	104	68	97	79	102
- N=C(N)c1ccc(-c2ccc(-c3cccs3)s2)s1
  .	-87*	-68*	-80*	4.0*	-64*	-94*	74	-66*
- NS(=O)(=O)c1ccc(NC(=O)/C(=C\c2ccc(Cl)cc2)NC(=O)c2ccccc2)cc1
  108	94	106	106	91	95	104	97	100
- CCCCN(CCCC)S(=O)(=O)c1ccc(C(=O)O)cc1
  104	92	103	109	104	107	121	104	105
- C=CCn1c(SCC(=O)c2ccc(OC)cc2)nnc1-c1ccc(OC)cc1
  98	96	98	108	103	98	99	105	106
- COc1ccc(S(=O)(=O)NC2C3c4ccccc4C(c4ccccc43)C2O)cc1OC (stereo not given)
  94	103	99	111	111	123	113	114	102
- O=C1Nc2ccccc2C1(O)C1(O)C(=O)Nc2ccccc21 (stereo not given)
  100	99	102	102	96	96	110	104	93
- Oc1ccccc1-c1nc2ccccc2[nH]1
  82	68	86	94	78	82	107	93	96
- NNC(=O)c1cc(=O)[nH]c(=O)[nH]1
  114	119	117	108	116	.	.	122	112
- C#C[C@]1(O)CC[C@H]2[C@@H]3CC=C4c5nc(Nc6ncccn6)sc5CC[C@]4(C)[C@H]3CC[C@@]21C
  49	22	33	55	71	68	92	.	60
- NC1=NC(c2cccc(Br)c2)c2sc3ccc(Cl)cc3c2N1 (stereo not given)
  94	98	103	104	77	94	100	92	103
- CCOC(=O)C#Cc1c(C(=O)OCC)nnn1Cc1ccc([N+](=O)[O-])cc1
  92	43	-20*	7.7*	90	51	-22*	105	-41*
- CCCCCCCCOC(=O)c1ccc(O)c(OC)c1
  102	102	105	98	60	78	114	103	109
- CC(=O)c1ccc2[nH]c(C)cc(=O)c2c1
  106	106	102	94	104	115	98	98	109
- CN(C)c1ccc(C(=Cc2ccccc2)c2ccc(N(C)C)cc2)cc1
  92	94	96	84	90	92	97	96	98
- O=C(N=c1n(-c2ccccc2)nc2n1CCN2C1=NCCN1)c1ccc(Cl)cc1
  99	103	83	67	58	.	62	90	79
- CCOC(=O)c1ccc2nc(C(F)(F)F)c(C(=O)c3cccs3)nc2c1
  105	100	88	107	107	98	126	117	103
- CCn1cc(C(=O)NNC(=S)Nc2ccc(OC)cc2)c(=O)c2ccc(C)nc21
  92	97	84	96	92	89	105	90	88
- C=C(C)C1CCC(=C)C2CCC3(C)OC12/C=C(/COC(C)=O)CCC3O (stereo not given)
  117	103	96	140	151	127	.	119	106
- C/C(=N\O)c1ccccn1
  94	111	102	97	110	97	108	109	94
- C/C(=N\N1CC(=O)NC1=O)c1ccc([N+](=O)[O-])o1
  96	106	115	102	100	105	108	109	97
- O=C(CC(c1ccccc1)c1ccccc1)c1ccccc1
  120&102&95	66&96&98	85&90&101	90&109&92	84&104&105	75&89&102	106&110&112	106&101&102	80&101&92
- c1cnn([B-]2(n3cccn3)n3ccc[n+]3[B-](n3cccn3)(n3cccn3)n3ccc[n+]32)c1
  110	102	106	105	104	106	109	114	108
- COc1ccc2c(c1)sc1nc(-c3ccccc3)c(-c3cc(OC)c(OC)c(OC)c3)n12
  79	48	84	67	75	80	112	111	76
- COc1cc(-c2c[nH]cc2-c2ccccc2)cc(OC)c1OC
  88	90	93	99	91	75	97	107	91
- Cc1cc([N+](=O)[O-])c(Cl)cc1N
  102	96	100	110	163	114	104	101	94
- CC1Nc2cccc3cccc(c23)NC1=O (stereo not given)
  106	96	107	107	60	106	85	87	113
- CCOC(=O)c1cnc2ccccc2c1Cl
  101	96	101	101	122	85	96	101	91
- COc1cc(-c2nn(-c3ccc(NC(=O)c4ccc(Cl)c(Cl)c4)cc3)cc2-c2ccncc2)ccc1Cl
  25	25	11	-15*	96	57	53	94	49
- Cc1cccc(Nc2ncnc3c2cnn3-c2cccc(Br)c2)c1
  96	94	108	106	104	97	107	102	93
- CC(C)C[C@H](CC(N)=O)CC(=O)N[C@@H](CC(=O)N1CCn2c(nnc2C(F)(F)F)C1)Cc1cc(F)c(F)cc1F
  99	72	98	95	103	102	103	89	102
- Nc1cc(=O)n(Cc2ccccc2)c(=O)n1Cc1ccccc1
  .	104	104	.	118	99	115	112	109
- N#CC1=C(O)/C(=C\C=C\c2ccccc2)N(C(=O)c2ccccc2)C1=N
  100	101	109	113	98	102	122	87	109
- O=C(Nc1ccc2ccccc2c1)c1cccc(F)c1
  111	96	82	96	.	93	136	112	111

Fetched by compound from the entries so far:
The line under a structure holds: KM12	HCT-116	HCT-15	HT29	IGROV1	OVCAR-4	COLO 205	SK-OV-3	SW-620
- COc1ccc2c(c1)sc1nc(-c3ccccc3)c(-c3cc(OC)c(OC)c(OC)c3)n12
  79	48	84	67	75	80	112	111	76
- C/C(=N\N1CC(=O)NC1=O)c1ccc([N+](=O)[O-])o1
  96	106	115	102	100	105	108	109	97
- O=C(Nc1ccc2ccccc2c1)c1cccc(F)c1
  111	96	82	96	.	93	136	112	111
- CC(C)C[C@H](CC(N)=O)CC(=O)N[C@@H](CC(=O)N1CCn2c(nnc2C(F)(F)F)C1)Cc1cc(F)c(F)cc1F
  99	72	98	95	103	102	103	89	102
- Oc1ccccc1-c1nc2ccccc2[nH]1
  82	68	86	94	78	82	107	93	96

Further results.
The line under a structure holds: KM12	HCT-116	HCT-15	HT29	IGROV1	OVCAR-4	COLO 205	SK-OV-3	SW-620
- CCc1nc2cc(F)c(/C=C/C(=O)NO)cc2c(=O)n1CCc1ccccc1
  26	5.0*	24	13	32	15	-23*	1.2*	10.0*
- CCOc1ccc(-c2cn[nH]c2N)cc1OCC
  103	101	100	103	97	98	117	111	113
- CCCCCCCCCCCCNC(=S)N/N=C/c1ccccc1O
  69	62	57	37	65	65	33	102	92
- Cc1cccc(NC=O)c1C
  111	98	106	111	113	118	131	107	103
- Cc1cccc(/C=C/c2c(C(=O)/C=C/c3ccccc3)c(C)nc3ccccc23)c1
  -53*	-56*	-59*	-24*	-28*	2.1*	-62*	34	-14*
- O=c1c2cc(F)ccc2sc2c(NCCNc3ccccn3)nc3ccccc3c12
  106	96	107	109	101	100	118	106	104
- O=C1Nc2ccccc2/C1=C/c1ccc(OCC(=O)c2ccccc2)cc1
  100	94	97	117	102	97	117	102	102
- COc1ccc(/C=C/C(=O)c2ccc(Oc3ncnc4ccccc34)cc2)cc1
  94	37	89	94	77	81	112	98	105
- Brc1ccc(Cn2nnnc2-c2ccn(-c3ccccc3)n2)cc1
  81	49	83	64	78	73	97	82	.
- CCOC(=O)C(/C=N/C(N)=S)=C(/O)c1ccccc1
  104	96	101	115	113	100	102	100	97
- CCC/C=C/C(C(=O)OCC)(C(=O)OCC)C(C)C
  113	106	102	132	104	102	125	102	118
- N#Cc1ccc(-c2nn(-c3ccc(C(=O)O)cc3)cc2CNc2ccc(F)cc2)cc1
  96	78	88	100	118	103	134	118	108
- Nc1nc(Nc2ccccc2SSc2ccccc2Nc2nc(N)nc(-c3cccc(F)c3)n2)nc(-c2cccc(F)c2)n1
  101	107	87	99	77	87	102	94	100
- NC(=S)N/N=C/c1ccncc1
  103	101	107	108	109	109	110	.	103
- Cc1[nH]c(C2CC(c3ccccc3)=NN2c2ccccc2)c(C)c1C(=O)O (stereo not given)
  103	104	97	107	104	92	120	114	106
- CN(C)C(Br)C(=O)c1ccccc1 (stereo not given)
  95	102	98	108	102	115	112	101	110
- O=C(C1CCC1)N1N=C(c2ccc(-n3ccc(C(F)(F)F)n3)c(F)c2)CC1c1ccc[nH]1 (stereo not given)
  100	96	97	101	109	115	110	136	109
- CN(C)c1cccc2[nH]c(-c3[nH]ncc3Nc3ccnc(N)n3)nc12
  -32*	-41*	-17*	0.1*	-11*	-12*	-64*	0.4*	-5.4*
- Cc1ccc2[nH]c(=O)cc(N/N=C/c3ccc(F)cc3)c2c1
  102	75	79	87	104	105	86	75	86
- COC(=O)c1c(NC(=O)c2cc(C)oc2C)sc2c1CCCC2
  105	86	93	94	93	99	106	97	96
- C=C1C(=O)O[C@H]2[C@H]1CC/C(COC(=O)C(=O)c1cn(C)c3ccc(OC)cc13)=C\CC[C@@]1(C)O[C@@H]21
  -65*	-95*	-53*	-53*	-68*	20	-57*	-12*	-64*
- O=C(NCc1ccccc1)/C(=C/c1cccc([N+](=O)[O-])c1)CC(=O)c1ccc(Cl)c(Cl)c1
  101	105	103	102	96	107	116	101	98
- COc1ccc(/C=C2\SC(=Nc3ccccc3)NC2=O)cc1
  -90*	-82*	-45*	-89*	-78*	-49*	-94*	-54*	-74*
- CCSC(=O)N=Nc1ccc(O)cc1
  113	90	93	.	90	105	111	97	77
- CCCCCCCC(=O)SCC/C=C/[C@@H]1CC(=O)NCc2nc(co2)C2=N[C@@](C)(CS2)C(=O)N[C@@H](C(C)C)C(=O)N1
  90	87	90	99	80	83	100	79	101
- COc1ccc2oc(=O)cc(-c3nnc(N)s3)c2c1
  98	99	98	107	87	94	109	101	100
- Clc1ccccc1-c1nnc(Cn2cnnc2)o1
  102	100	109	101	101	91	.	114	96
- Nc1ccc(-c2nnc(Cn3c(COc4cccc5ccccc45)nc4ccccc43)o2)cc1
  111	104	105	99	104	109	112	115	108
- CCOC(=O)/C=c1\sc2n(c1=O)NC1C(N=2)N(CC)C(=O)N1CC (stereo not given)
  103	98	90	114	102	107	112	109	103
- CN(C)Cc1ccc(O)c(CN(C)C)c1
  115	102	104	92	112	98	118	112	118
- O=C(/C=C/c1cn(-c2ccccc2)nc1-c1ccc(Br)cc1)NNC(=O)Nc1ccc(Cl)cc1
  101	79	108	109	96	112	106	91	102

Entries of single compounds as entered above:
Profile of CCOc1ccc(-c2cn[nH]c2N)cc1OCC : KM12: 103; HCT-116: 101; HCT-15: 100; HT29: 103; IGROV1: 97; OVCAR-4: 98; COLO 205: 117; SK-OV-3: 111; SW-620: 113
Profile of O=C1Nc2ccccc2/C1=C/c1ccc(OCC(=O)c2ccccc2)cc1 : KM12: 100; HCT-116: 94; HCT-15: 97; HT29: 117; IGROV1: 102; OVCAR-4: 97; COLO 205: 117; SK-OV-3: 102; SW-620: 102

Screening data deposited in PubChem BioAssay by NCI.
